# West Nile virus CPE: inhibition of WNV-induced cytopathic effect – cell-based, CPE readout (AID 1621). West Nile virus-infected cells, CPE inhibition; higher % means a stronger effect. CPE inhibition, % at 10 µM, or IC50 in µM where a hit was titrated. actives 0.02% (n = 290,000); in the data active = a potency from the dose series; also: strong numbers were not always called active
# GPR55 beta-arrestin: selective activators of receptor GPR55 – imaging, U2OS cells, beta-arrestin-GFP redistribution, primary screen (AID 1961); U2OS GPR55 beta-arrestin-GFP redistribution imaging; higher % means a stronger effect; activation, % at 10 µM, or EC50 in µM where a hit was titrated; actives 0.048% (n = 290,000);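 active = activation above 40% with more than 50 cells counted in the well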;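 also: U2OS osteosarcoma cells stably expressing GPR55 and beta-arrestin-GFP; plate controls were DMSO negative control for no effect and LPI positive control for full effect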
# GPR55 LPI antagonism: GPR55 antagonists blocking LPI-driven arrestin recruitment, primary screen, imaging, U2OS, beta-arrestin-GFP, LPI agonist (AID 2013); inhibition, % at 10 µM, or IC50 in µM where a hit was titrated; U2OS GPR55 beta-arrestin-GFP translocation imaging, LPI antagonism; higher % means a stronger effect; actives 0.13% (n = 290,000);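 active = spots per cell inhibited over 60%, with over 100 cells counted and total cytoplasm intensity under 500,000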;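 also: U2OS cells stably carrying GPR55 and arrestin-GFP stimulated by 5 µM LPI near EC80; imaged beta-arrestin-GFP aggregate spots per cell after agonist stimulation; plate controls were LPI-stimulated DMSO wells for no effect and DMSO wells without LPI for full effect; some results filed as inactive read as strong as hits; confirmed hits need IC50 under 10 µM and bright autofluorescent wells are also inconclusive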
# GPR35 arrestin U2OS: inhibition of zaprinast-stimulated GPR35 beta-arrestin translocation – imaging, U2OS, beta-arrestin-GFP, zaprinast agonist, primary screen (AID 2058); U2OS GPR35 beta-arrestin-GFP translocation imaging, zaprinast antagonism; higher % means a stronger effect; inhibition, % at 10 µM; hits with a dose series show IC50 in µM; actives 0.052% (n = 290,000);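 active = inhibition of at least 50% with at least 30 cells and total cytoplasm GFP at most 10,000,000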
# KOR beta-arrestin-1: kappa opioid receptor blockers – cell-based, luminescence, uHTS (AID 1778). actives 0.091% (n = 290,000). KOR beta-arrestin recruitment, luminescence, antagonist mode; higher % means a stronger effect. inhibition, % at 10 µM, or IC50 in µM where a hit was titrated; in the data active = inhibition above about 50%; also: strong numbers were not always called active
# NTR1 ag: NTR1-driven beta-arrestin-GFP spot formation – imaging, U2OS cells, high content, primary screen (AID 493036) | agonist mode | activation, % at 20 µM | actives 0.17% (n = 330,000) | P30989;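 active = activation at or above 40% of the spot to cytoplasm intensity ratio, with at least 20 cells analyzed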;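 also: 0% = DMSO without peptide and 100% = 100 nM NTR1 peptide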
# Target sequence (P30989 whole entry, looked up): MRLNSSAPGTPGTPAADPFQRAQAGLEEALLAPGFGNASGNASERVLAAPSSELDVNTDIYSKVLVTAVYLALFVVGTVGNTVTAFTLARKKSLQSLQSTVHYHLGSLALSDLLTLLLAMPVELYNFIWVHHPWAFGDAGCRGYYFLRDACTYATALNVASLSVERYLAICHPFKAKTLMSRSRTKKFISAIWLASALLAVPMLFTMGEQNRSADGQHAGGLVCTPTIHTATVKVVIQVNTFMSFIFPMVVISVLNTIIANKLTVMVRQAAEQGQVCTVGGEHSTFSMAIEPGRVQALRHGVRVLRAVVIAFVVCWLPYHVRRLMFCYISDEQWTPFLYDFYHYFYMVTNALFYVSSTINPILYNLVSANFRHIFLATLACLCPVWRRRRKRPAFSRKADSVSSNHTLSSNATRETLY
# KOR beta-arrestin-2: kappa opioid receptor activators – cell-based, luminescence, uHTS, primary screen (AID 1777). actives 0.02% (n = 280,000). one-dose activation, % at 10 µM; EC50 in µM for titrated hits. KOR beta-arrestin recruitment, luminescence; higher % means a stronger effect; in the data active = activation above about 50%, passing the limit was not always enough; also: a part of the inactive calls stands beside numbers as strong as those of hits
# PhoP inhibition: PhoP-dependent GFP reporter repression – Salmonella Typhimurium, primary screen (AID 1863); one-dose inhibition, % at 50 µM; IC50 in µM for titrated hits; S. Typhimurium PhoP-regulated promoter GFP reporter, 4 h; higher % means a stronger effect; actives 0.16% (n = 300,000);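 active = inhibition over 29.93%, a cutoff 3 SD above the screen mean, later confirmed by dose response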;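 also: 0% = low Mg2+ inducing control and 100% = high Mg2+ repressing control; strong numbers were not always called active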
# T cell HTS: T cell immune modulators affecting CD8 T cell-vesicle binding | calls only at 7 µM | actives 0.068% (n = 330,000) | 2C CD8+ T cell-vesicle binding, flow cytometry; active compounds read low;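 active = response, share of CD8 T cells binding vesicles, and their 90th percentile fluorescence all below set limits, cut at about 80% in these data, passing the limit was not always enough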
#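 material = purified 2C TCR transgenic mouse naive CD8+ T cells | controls = Unloaded micro-vesicles (low), QL9 vesicles with 0.7% DMSO (high) | detection = cytometric PE anti-B7-1 and Alexa647 anti-CD8 signals after 1% paraformaldehyde fixation | incubation = binding step 1.5 h, 37 °C, antibody labelling 20 min, ice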
# T cell HTS vesicle-bound %: second read-out of T cell HTS, no call of its own (marks repeat the call); double positive events, %; measured here: CD8+ vesicle-bound cell fraction;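 binding gate set so that unloaded-vesicle control wells show 10% double positive cells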
# NTR1 ag cell count 20 µM: also measured in NTR1 ag; calls as there; cell count; measured here: cell count, cytotoxicity flag
# Starred values were filed as active, the others as inactive; i = inactive; / = no result given; [ ] = dose if it differs, or a comment.
canonical_smiles	West Nile virus CPE	GPR55 beta-arrestin	GPR55 LPI antagonism	GPR35 arrestin U2OS	KOR beta-arrestin-1	NTR1 ag	NTR1 ag cell count 20 µM	KOR beta-arrestin-2	PhoP inhibition	T cell HTS	T cell HTS vesicle-bound %
COCCNC(=O)C(c1ccc(F)cc1)N(CCOC)C(=O)CCC(=O)Nc1ccccn1 (centres undefined)	-0.1%	-0.1%	-16%	-2%	-79%	1.2	55	8.4%	-1%	i	15
O=[N+]([O-])c1cccc2ccc(/C=C/c3cccc(Br)c3)nc12	-0.5%	-0.3%	6%	1%	8%	6.6	47	-1.1%	0%	i	45
CSc1nc(N)nc(SCC(=O)CC(=O)OC(C)C)c1C#N	0.7%	-0.1%	9%	-6%	-14%	3.0	67	0.0%	19%	i	15
CCCCn1c(SCC(=O)N2CCCC2)nc2cc(S(N)(=O)=O)ccc21	0.6%	-0.5%	-2%	-5%	-32%	0.2	60	4.8%	-2%	i	50
O=C(Cn1cnc2cc([N+](=O)[O-])ccc2c1=O)NCc1ccccc1	-0.8%	-0.1%	2%	-18%	-15%	-0.8	59	-4.4%	-8%	i	67
O=C(O)/C=C/c1ccc(S(=O)(=O)NCc2ccco2)cc1	0.9%	-0.3%	1%	12%	-3%	-1.2	47	-1.9%	-2%	i	34
O=C(O)c1cccc(Nc2cc(Cl)c3nonc3c2[N+](=O)[O-])c1	0.3%	0.3%	-6%	-8%	4%	-0.7	43	-7.8%	-6%	i	36
CCn1c(N2CCC(C)CC2)nc2c1c(=O)n(C)c(=O)n2C	0.7%	-0.1%	-4%	-8%	19%	2.8	44	-3.4%	-4%	i	23
CCOC(=O)C1=C(C)Nc2nc(SCC)[nH]c(=O)c2C1c1ccncc1 (centres undefined)	-0.2%	0.2%	2%	8%	-17%	-1.9	88	1.4%	0%	i	44
Oc1ccc(O)c(Cc2nc3ccccc3s2)c1	0.6%	-0.4%	-4%	0%	-49%	0.1	39	-0.8%	-7%	i	42
Cn1c(N2CCN(C(=O)NCc3ccccc3)CC2)nc2ccccc21	0.0%	-0.2%	-7%	6%	2%	-2.2	97	-3.0%	-12%	i	11
Cc1noc(C)c1S(=O)(=O)N(CC(=O)NC1CCC(C)CC1)c1ccc(C(C)C)cc1 (centres undefined)	-0.5%	-0.1%	-13%	9%	-10%	2.4	77	7.8%	8%	i	12
Cc1cc(NC(=O)CCC(=O)N(CC(=O)NC2CCCC2)c2ccc3c(c2)OCCO3)no1	0.2%	0.2%	3%	-2%	21%	4.1	56	8.7%	-15%	i	58
COc1cccc(C2c3[nH]c4ccccc4c3C[C@H]3C(=O)N(CCCOC(C)C)CC(=O)N23)c1 (some centres undefined)	-0.1%	0.0%	-14%	-3%	14%	-0.6	87	1.9%	12%	i	15
Cc1nc2nc(CCc3ccccc3)nn2c(C)c1Cl	0.5%	-0.2%	2%	-16%	9%	2.5	78	-3.1%	13%	i	6
CN1C(=O)C(O)(CC(=O)/C=C/c2ccco2)c2ccccc21 (centres undefined)	-0.6%	0.0%	17%	-3%	-26%[20 µM]	-0.1	51	-3.2%	1%	i	50
COc1ccc(C2C(C#N)=C(N)OC3=C2C(=O)CC(C)(C)C3)c(OC)c1OC (centres undefined)	-0.8%	-0.3%	-1%	1%	3%	-1.5	51	-2.0%	-6%	i	40
CCOc1ccc(C2C(C#N)=C(N)N(N(C)C)C3=C2C(=O)CC(C)(C)C3)cc1 (centres undefined)	-0.5%	0.6%	-2%	14%	12%	-0.6	87	-0.7%	13%	i	14
O=C1Nc2ccccc2S/C1=C\C(=O)N1CCCC1	/	0.4%	6%	3%	5%	-0.3	56	-2.4%	5%	i	14
COc1ccc(/C(N)=N/OC(=O)c2ccc(C)c([N+](=O)[O-])c2)cc1OC	0.4%	-0.1%	21%	-3%	4%	2.6	43	-1.4%	3%	i	28
O=[N+]([O-])c1cc(/C=N/n2cnnc2)ccc1N1CCCC1	-0.7%	-0.1%	0%	-2%	-21%	-0.5	83	-0.1%	-7%	i	61
O=C(N/N=C1\SCC(=O)N1CCc1ccccc1)c1cccs1	-0.8%	0.3%	4%	5%	-32%[20 µM]	1.9	47	/	/	i	34
Cn1c(CC(=O)Nc2ccccc2)nnc1SCC(=O)c1ccccc1	1.3%	-0.1%	1%	17%	-24%	0.2	81	-3.6%	5%	i	28
CN(C)/C=C/C(=O)c1cc(F)cc(C(F)(F)F)c1	-0.3%	-0.1%	-4%	-14%	-27%[20 µM]	0.7	85	0.3%	-4%	i	46
c1ccc2c(N3CCOCC3)nc(-c3ccncc3)nc2c1	0.6%	-0.3%	-10%	3%	7%	-0.8	33	0.5%	-1%	i	44
CCc1ccc(OCc2nnc(SCCN3CCOCC3)n2C)cc1	0.3%	0.3%	3%	5%	-27%	-2.0	72	4.9%	14%	i	33
N#Cc1c(-c2cccs2)cc(C2CC2)nc1SCC(N)=O	-0.1%	-0.1%	10%	3%	6%	1.8	52	-2.3%	2%	i	40
COc1cccc(/C=N/NC(=O)C(=O)NCc2cccnc2)c1	0.2%	0.0%	/	-8%	12%	1.0	50	0.1%	6%	i	33
O=c1cc(NC2CCCCCC2)[nH]c(=O)[nH]1	0.0%	0.5%	8%	-9%	-32%	-0.5	57	1.2%	-13%	i	26
COc1ccc(CCNC(=O)Cc2nn(C)c(=O)c3ccccc23)cc1OC	-0.8%	0.4%	17%	4%	13%	1.6	88	-0.5%	-12%	i	6

# Part of the list above in another layout:
# Results follow in this order: West Nile virus CPE, GPR55 beta-arrestin, GPR55 LPI antagonism, GPR35 arrestin U2OS, KOR beta-arrestin-1, NTR1 ag, NTR1 ag cell count 20 µM, KOR beta-arrestin-2, PhoP inhibition, T cell HTS, T cell HTS vesicle-bound %
O=[N+]([O-])c1cc(/C=N/n2cnnc2)ccc1N1CCCC1
 : -0.7%, -0.1%, 0%, -2%, -21%, -0.5, 83, -0.1%, -7%, i, 61
O=C(Cn1cnc2cc([N+](=O)[O-])ccc2c1=O)NCc1ccccc1
 : -0.8%, -0.1%, 2%, -18%, -15%, -0.8, 59, -4.4%, -8%, i, 67

# Later entries
canonical_smiles	West Nile virus CPE	GPR55 beta-arrestin	GPR55 LPI antagonism	GPR35 arrestin U2OS	KOR beta-arrestin-1	NTR1 ag	NTR1 ag cell count 20 µM	KOR beta-arrestin-2	PhoP inhibition	T cell HTS	T cell HTS vesicle-bound %
COC(=O)c1c(C)[nH]c(C(=O)OCC(=O)N2c3ccccc3NC(=O)C2(C)C)c1C	-0.3%	-0.3%	13%	8%	9%	0.2	61	-2.1%	-2%	i	41
O=C(NCC(=O)N(c1ccc(F)cc1)C(C(=O)NC1CCCCC1)c1ccncc1)c1ccco1 (centres undefined)	-0.2%	0.4%	3%	-5%	-15%	-0.1	53	4.9%	-2%	i	38
CCN(Cc1ccncc1)Cc1ccc(OC)c(OC)c1	0.0%	-0.1%	-16%	-3%	-40%[20 µM]	0.0	70	1.8%	5%	i	40
Cc1ccc(NC(=O)C2CCN(S(C)(=O)=O)CC2)c(C)c1	-0.2%	0.4%	4%	-9%	-17%	2.2	58	-3.1%	-2%	i	58
CNC(=S)Nc1cc(C(F)(F)F)ccc1Cl	0.4%	0.3%	4%	-1%	2%	0.3	39	-4.0%	4%	i	54
Cc1ccc(C(=O)O)cc1N1C(=O)c2cccc3c([N+](=O)[O-])ccc(c23)C1=O	-0.4%	-0.1%	3%	12%	26%	6.4	56	-7.4%	-108%	i	53
O=Cc1cccn1Cc1ccccc1[N+](=O)[O-]	-0.3%	-0.1%	2%	6%	7%	0.0	69	-1.8%	41%	i	26
CC(=O)c1cccc(NCC(=O)Nc2cc(S(=O)(=O)N3CCCCC3)ccc2C)c1	-0.9%	-0.1%	3%	8%	-17%	2.4	75	-0.9%	0%	i	16
COc1ccc(-c2nnc(SC(C(=O)c3c[nH]c4ccccc34)c3ccccc3)n2N)cc1OC (centres undefined)	-1.1%	-0.3%	-7%	0%	-52%	3.0	43	2.6%	8%	i	0
COc1ccc(S(=O)(=O)N2CCN(C(=O)NCc3ccc(C)cc3)CC2)cc1	-0.2%	-0.1%	-4%	1%	4%	-0.5	41	-3.2%	1%	i	24
Cc1csc(NC(=O)C(NC(=O)c2ccccc2F)C(C)C)n1 (centres undefined)	-0.2%	0.0%	-3%	0%	-15%	-1.2	86	-1.3%	0%	i	47
Cc1cc(C)cc(-n2ncc3c2CCCC3NC(=O)C2(C(N)=O)CC2)c1 (centres undefined)	-1.2%	-0.1%	3%	2%	-14%	0.0	66	3.9%	2%	i	27
CN(CCN1CCOCC1)C(=O)CC1C(=O)NCCN1Cc1ccccc1C(F)(F)F (centres undefined)	0.5%	0.3%	-7%	-6%	10%	1.0	46	-6.3%	10%	i	24
CC(C)N1CCC(N2CCN(Cc3cc(F)ccc3-n3cccn3)CC2CCO)CC1 (centres undefined)	1.4%	-0.1%	-4%	12%	-14%[20 µM]	-0.3	27	/	-8%	i	50
CCCCNC(=O)Nc1ccc(Br)cn1	-0.2%	-0.2%	-2%	13%	6%	0.4	55	5.2%	1%	i	48
O=C(Nc1cccc(C(=O)Nc2ccc(Cl)cn2)c1)c1ccccc1	-1.5%	-0.1%	12%	-3%	-7%	0.7	56	-1.8%	3%	i	47
O=C(NCc1ccco1)c1ccc(OCC2CCCO2)cc1 (centres undefined)	0.2%	-1.0%	-2%	8%	-53%	-1.9	99	-6.5%	-4%	i	32
Cn1nc(C(=O)NNC(=O)COc2ccccc2)c2ccccc2c1=O	0.1%	-0.1%	8%	-5%	27%	1.1	55	-3.7%	-2%	i	40
O=C(CSc1cccc2cccnc12)OCC(=O)c1ccccc1	-0.4%	0.0%	/	-16%	16%	-2.2	107	2.7%	14%	i	17

# Some entries already given, showing only PhoP inhibition:
structure,PhoP inhibition
Cc1ccc(C(=O)O)cc1N1C(=O)c2cccc3c([N+](=O)[O-])ccc(c23)C1=O,-108%
O=Cc1cccn1Cc1ccccc1[N+](=O)[O-],41%
CC(=O)c1cccc(NCC(=O)Nc2cc(S(=O)(=O)N3CCCCC3)ccc2C)c1,0%
COc1ccc(-c2nnc(SC(C(=O)c3c[nH]c4ccccc34)c3ccccc3)n2N)cc1OC (centres undefined),8%
COc1ccc(S(=O)(=O)N2CCN(C(=O)NCc3ccc(C)cc3)CC2)cc1,1%
Cc1csc(NC(=O)C(NC(=O)c2ccccc2F)C(C)C)n1 (centres undefined),0%
